N370S GC mod: inhibitors or activators of N370S glucocerebrosidase for Gaucher disease; P04062; Potency, µM (titrated, usually from 59.4 µM), for the others: top-dose activity change, negative = inhibition, hits mostly inhibitors; N370S GC spleen homogenate, 4MU-glucoside fluorescence; 330,000 tested, 0.092% active;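 note: 0% = full enzyme activity and -100% = no enzyme basal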
FEN1 inhibitor: blocks human flap endonuclease 1 | P39748 | AID 588795 | 390,000 tested, 0.35% active | Potency, µM (top dose mostly 114 µM), without a hit: at the highest dose activity change, negative = inhibition, actives largely listed as inhibitors | Recombinant FEN1 flap cleavage, fluorescence, 15 min; note: nearly all actives have a fitted effect of over 65% in size
Target sequence (P39748 whole entry, looked up): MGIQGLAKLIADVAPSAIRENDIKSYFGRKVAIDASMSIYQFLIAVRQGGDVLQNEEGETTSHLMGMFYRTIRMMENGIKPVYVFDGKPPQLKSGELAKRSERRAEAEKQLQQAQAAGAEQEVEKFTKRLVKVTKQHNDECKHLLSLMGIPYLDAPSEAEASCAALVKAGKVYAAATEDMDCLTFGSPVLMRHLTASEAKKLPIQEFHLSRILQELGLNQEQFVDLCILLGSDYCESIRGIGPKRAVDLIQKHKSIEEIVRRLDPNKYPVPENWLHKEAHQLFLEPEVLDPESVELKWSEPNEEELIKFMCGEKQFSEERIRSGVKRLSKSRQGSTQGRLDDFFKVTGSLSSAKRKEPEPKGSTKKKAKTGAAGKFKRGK
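In this screen, 50 nM flap DNA substrate was added to 10 nM FEN1 pretreated with compound for 15 min at room temperature; cleavage was followed with reads at 0 and 15 min, and Hill fitting gave concentration–response parameters.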
KAT2A inh: blocks human GCN5L2 histone acetyltransferase; Potency, µM (titrated, usually from 58.9 µM), for the others: at the highest dose activity change, negative = inhibition, actives largely listed as inhibitors; AID 504327; 390,000 tested, 0.21% active; GCN5L2 HAT assay, ThioGlo1 CoA-SH fluorescence; Q92830
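GCN5L2 (20nM final) in 50mM HEPES, 0.1mM EDTA pH 7.5, 0.01% Tween-20 was preincubated 15 min at room temperature with compound, then given ThioGlo1 (50uM), H3(1-25) peptide (75uM) and acetyl-CoA (70uM); CoA-thiol fluorescence (Ex340/Em540) was read at 0 and 20 min.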
Active calls of the source: *; ? = inconclusive; nt = no result given; & = joins results of further samples. Calls come from the whole dose curve; as a rule, active = well fitted curve in the direction sought with a large enough effect; inconclusive = small, poorly fitted or top-dose-only effect, or another doubt; inactive = no such curve, though single readings can be large; an effect the other way counts as inactive or inconclusive. Unless noted, % is set by controls: 0 for no effect and ±100 for the full control effect; potency is the fitted concentration of half-maximal effect. Random draw from the library; overall some 0.54% were active at least once.

1. O=C(Nc1nc(C2C3CC4CC(C3)CC2C4)cs1)c1cc2cc([N+](=O)[O-])ccc2oc1=O (stereo not drawn)
2. Cc1cc(C)cc(Oc2ccc(NC(=O)C3CC=CCC3C(=O)O)cc2)c1 (stereo not drawn)
3. CCCn1c(N)c(C(=O)CSc2n[nH]c(-c3ccccc3F)n2)c(=O)n(C)c1=O
4. Cn1cccc1/C=N/NC(=O)CSc1nc2ccccc2n1C
5. COc1ccc(-c2noc(-c3cc4ccccc4oc3=O)n2)cc1
6. COc1cccc(-n2ccnc2SCC(=O)Nc2cccc(C)c2C)c1
7. CCc1nnc(NC(=O)CSc2nnc(-c3ccco3)n2CCOC)s1
8. Cc1ccc2c(c1)cc(C(=O)NCc1ccccc1)n2C

assay / compound,1,2,3,4,5,6,7,8
N370S GC mod,0%,0%,nt,2%,9%,nt,5%,-4%
KAT2A inh,-1%,-5%,2%,-5%,-14%,3%,0%,0%
FEN1 inhibitor,-7%,7%,13%,-3%,nt,12%,-1%,10%

9. CC(C)C(NC(=O)c1ccco1)C(=O)NCC(c1ccco1)N(C)C (stereo not drawn)
10. Cc1cnc(C)c(N(C)NC(=S)Nc2ccccc2)n1
11. CCOc1ccc(C(=O)Nc2nc(C)c(C(=O)OC)s2)cc1
12. CCNc1ncc2nc(-c3ccc(F)cc3)c(=O)n(CCc3ccccc3)c2n1
13. Cc1ccc(OCC(=O)Nc2ccc([N+](=O)[O-])cc2)cc1
14. CN(C)c1ccc(CN(C(=O)c2cccs2)C2CCS(=O)(=O)C2)cc1 (stereo not drawn)
15. O=C(Nc1cccc(/C=C/c2ccccn2)c1)c1ccc(-n2cncn2)cc1
16. CCCc1nc(Cl)c(C#N)c2c1CCCC2

assay / compound,9,10,11,12,13,14,15,16
N370S GC mod,-1%,-12%,-1%,8%,-1%,5%,nt,7%
KAT2A inh,-7%,1%,?,-4%,4%,-20%,2%,1%
FEN1 inhibitor,3%,-4%,-3%,nt,-6%,0%,12%,-4%

17. COc1ccc(CN(C)CC(=O)Nc2cc3oc4ccccc4c3cc2OC)c(OC)c1
18. CN(C)c1ccc(C2N(c3ccc(F)cc3)C(=O)C3CCCN32)cc1 (stereo not drawn)
19. CC1(C)Cc2c(c(=S)nc(-c3ccccc3)n2CCOCCO)CO1
20. COCCNC(=O)CCc1nc2cccnc2n1Cc1ccc(OC)cc1
21. FC(F)(F)c1cc(Nc2ccccc2)nc(-c2ccccn2)n1
22. O=C(Nc1cccc(F)c1)C1CCN(c2nc3ccccc3nc2C(F)(F)F)CC1
23. CCOc1cc(/C=C/c2cc(C(=O)O)c3ccccc3n2)ccc1OC
24. CCC(Oc1ccccc1)C(=O)Nc1ccccc1OC (stereo not drawn)

assay / compound,17,18,19,20,21,22,23,24
N370S GC mod,-13%,1%,5%,-3%,-6%,nt,-13%,5%
KAT2A inh,-11%,-21%,-3%,1%&0%,-6%,0%,-11%,-2%
FEN1 inhibitor,-4%,-10%,-1%,-6%&1%,-6%,-3%,-4%,-26%

Retrieved by structure from the entries so far (two):
2. Cc1cc(C)cc(Oc2ccc(NC(=O)C3CC=CCC3C(=O)O)cc2)c1 (stereo not drawn)
13. Cc1ccc(OCC(=O)Nc2ccc([N+](=O)[O-])cc2)cc1

assay / compound,2,13
N370S GC mod,0%,-1%
KAT2A inh,-5%,4%
FEN1 inhibitor,7%,-6%

(further entries)
25. Nc1c(N(Cc2ccco2)C(=O)c2ccc(Cl)cc2)c(=O)[nH]c(=O)n1Cc1ccccc1
26. COc1ccc(NC(=O)c2ccc3oc(=O)c(S(=O)(=O)c4ccc(C)cc4)cc3c2)cc1OC
27. Cc1ccc(/C=N/NC(=S)NCCc2ccccc2)s1
28. CN1CCN(c2ccccc2NC(=O)c2cc(Br)ccc2Cl)CC1
29. COC(=O)COc1ccc2c(=O)c(Oc3ccccc3Br)coc2c1
30. Cc1ccc(CNc2ccc(N3CCOCC3)cc2)s1
31. COCCn1c(/C=C/c2ccccc2)nc2ccccc21
32. NCCC(O)C(=O)NC1C[C@@H](N)[C@H](O[C@@H]2OC(CN)C(O)C(O)C2O)C(O)[C@H]1O[C@H]1OC(CO)C(O)C(N)C1O (stereo partly drawn)

assay / compound,25,26,27,28,29,30,31,32
N370S GC mod,nt,nt,13%,-2%,-2%,-6%,11%,14%
KAT2A inh,2%,-3%,-2%,-8%,1%,-2%,-15%,11%
FEN1 inhibitor,1%,-2%,15%,-1%,8%,1%,5%,nt

33. COC(=O)c1c(NC(=O)Cc2cccs2)sc2c1CCC(C)C2 (stereo not drawn)
34. O=C(CSc1nc2c(c(=O)n1-c1ccc(Cl)cc1)SCC2)Nc1nccs1
35. COc1ccc(NC(=O)COc2ccccc2Cc2ccccc2)cc1S(=O)(=O)N1CCOCC1
36. O=C(C1CCCO1)N1CCN(S(=O)(=O)c2cc(C(F)(F)F)ccc2Cl)CC1 (stereo not drawn)
37. Cc1ccc2c(c1)NC(=O)c1cc([N+](=O)[O-])ccc1O2
38. O=C(Nc1ccc2c(c1)OCO2)c1cccc2c1C(=O)N(Cc1cccnc1)C2
39. COc1ccc(-c2csc(N3CCN(C(=O)c4ccco4)CC3)n2)cc1
40. COc1ccc2[nH]c3c(c2c1)CCNC3=O

assay / compound,33,34,35,36,37,38,39,40
N370S GC mod,?,-1%,-6%,-16%,?,-3%,?,1%
KAT2A inh,-3%,-1%,-19%,-15%,0%,-13%,-9%,nt
FEN1 inhibitor,12%,-5%,-8%,-3%,4%,-32%,4%,-9%

41. CCc1ccccc1NC(=O)C(CC)Oc1ccccc1-c1nnc(-c2ccccc2)o1 (stereo not drawn)
42. CN1CCCCCC1=Nc1ccccc1C#N
43. CSc1ccc(S(=O)(=O)N2CC(=O)Nc3ccccc32)cc1
44. NC(=O)[C@H]1CC2(CC(c3cccc(NC(=O)COc4ccc(Cl)cc4)c3)=NO2)CN1C(=O)c1ccccc1C(=O)c1ccccc1 (stereo partly drawn)
45. Cc1cc(NC(=O)c2cccs2)no1
46. CCN(CC)C(=O)CC(c1ccc2c(c1)OCO2)c1c(OC)cc(OC)c2ccc(=O)oc12 (stereo not drawn)
47. Cc1cccc(C(=O)NCC(=O)OCc2cc(=O)n3nc(C4CC4)sc3n2)c1
48. CCOC(=O)C1CCN(C(=O)N(CC)CC)CC1

assay / compound,41,42,43,44,45,46,47,48
N370S GC mod,nt,1%,?,-2%,4%,7%&11%,nt,0%
KAT2A inh,-10%,-5%,-27%,-4%,-3%,18%,0%,-6%
FEN1 inhibitor,-6%,7%,5%,6%,3%,-1%&-3%,0%,-3%

49. COc1ccc2c(c1)c(/C=N/Nc1ccc(C(=O)O)cc1)c(C)n2C
50. Cc1ccc(C)c(S(=O)(=O)N2CCN(C(=O)c3ccc(OCc4c(C)noc4C)cc3)CC2)c1
51. O=C(CNC(=O)c1nc[nH]c1C(=O)N1CCNCC1)OCc1ccccc1
52. O=C(NNC(=S)NC(=O)c1ccc(F)cc1)c1ccncc1
53. COc1ccc(-c2cc(C(F)(F)F)c(C#N)c(SCC(=O)O)n2)cc1
54. CC(=O)Nc1ccc(NC(=O)C(C)OC(=O)CCCN=C2NS(=O)(=O)c3ccccc32)cc1 (stereo not drawn)
55. COc1ccccc1NC(=O)N1c2ccc(F)cc2CCC1C (stereo not drawn)
56. NNC(=O)c1ccc([N+](=O)[O-])c(CS(=O)(=O)c2ccc(Cl)cc2)c1

assay / compound,49,50,51,52,53,54,55,56
N370S GC mod,4%,-6%,0%,nt,9%,-9%,-1%,-12%
KAT2A inh,-21%,-7%,1%,-5%,-3%,-1%,-12%,-10%
FEN1 inhibitor,-14%,10%,8%,-5%,0%,-5%,-14%,13%

57. CCN(CC)CCNC(=O)c1ccc(-n2c(-c3ccccc3)cc3c2CCCC3)cc1
58. CN(c1ccccc1)S(=O)(=O)c1ccc(Cl)c(C(=O)Nc2ccccc2N2CCOCC2)c1
59. CCc1cccc(C)c1NC(=O)c1cnn(-c2ccc(F)cc2)c1-n1cccc1
60. O=S(=O)(Nc1cc(S(=O)(=O)N2CCOCC2)ccc1NCC1CCCO1)c1ccccc1F (stereo not drawn)
61. CS(=O)(=O)N1CCN(C(=O)CCC2CCCC2)CC1
62. O=C(O)c1cccc(CSc2n[nH]c(-c3ccc(Cl)cc3Cl)n2)c1
63. COc1cccc(-n2nc(C(=O)Nc3ccc4c(c3)OCO4)c3ccccc3c2=O)c1
64. COc1cc2nc(N(C)C)nc(N)c2cc1OC

assay / compound,57,58,59,60,61,62,63,64
N370S GC mod,nt,2%,nt,nt,-16%,22%,1%,1%
KAT2A inh,-10%,-26%,6%,2%,6%,0%,-1%,-7%
FEN1 inhibitor,-4%,-14%,-6%,-5%,-1%,4%,-11%,?

Records 45 through 59 of the list above:
45. Cc1cc(NC(=O)c2cccs2)no1
46. CCN(CC)C(=O)CC(c1ccc2c(c1)OCO2)c1c(OC)cc(OC)c2ccc(=O)oc12 (stereo not drawn)
47. Cc1cccc(C(=O)NCC(=O)OCc2cc(=O)n3nc(C4CC4)sc3n2)c1
48. CCOC(=O)C1CCN(C(=O)N(CC)CC)CC1
49. COc1ccc2c(c1)c(/C=N/Nc1ccc(C(=O)O)cc1)c(C)n2C
50. Cc1ccc(C)c(S(=O)(=O)N2CCN(C(=O)c3ccc(OCc4c(C)noc4C)cc3)CC2)c1
51. O=C(CNC(=O)c1nc[nH]c1C(=O)N1CCNCC1)OCc1ccccc1
52. O=C(NNC(=S)NC(=O)c1ccc(F)cc1)c1ccncc1
53. COc1ccc(-c2cc(C(F)(F)F)c(C#N)c(SCC(=O)O)n2)cc1
54. CC(=O)Nc1ccc(NC(=O)C(C)OC(=O)CCCN=C2NS(=O)(=O)c3ccccc32)cc1 (stereo not drawn)

assay / compound,45,46,47,48,49,50,51,52,53,54
N370S GC mod,4%,7%&11%,nt,0%,4%,-6%,0%,nt,9%,-9%
KAT2A inh,-3%,18%,0%,-6%,-21%,-7%,1%,-5%,-3%,-1%
FEN1 inhibitor,3%,-1%&-3%,0%,-3%,-14%,10%,8%,-5%,0%,-5%

55. COc1ccccc1NC(=O)N1c2ccc(F)cc2CCC1C (stereo not drawn)
56. NNC(=O)c1ccc([N+](=O)[O-])c(CS(=O)(=O)c2ccc(Cl)cc2)c1
57. CCN(CC)CCNC(=O)c1ccc(-n2c(-c3ccccc3)cc3c2CCCC3)cc1
58. CN(c1ccccc1)S(=O)(=O)c1ccc(Cl)c(C(=O)Nc2ccccc2N2CCOCC2)c1
59. CCc1cccc(C)c1NC(=O)c1cnn(-c2ccc(F)cc2)c1-n1cccc1

assay / compound,55,56,57,58,59
N370S GC mod,-1%,-12%,nt,2%,nt
KAT2A inh,-12%,-10%,-10%,-26%,6%
FEN1 inhibitor,-14%,13%,-4%,-14%,-6%

Other structures.
65. S=c1[nH]nc(CSc2nc3ccccc3s2)n1C1CCCCC1
66. CCCSc1ncc(Cl)c(C(=O)Nc2c(C(=O)Nc3ccccc3)oc3ccccc23)n1
67. CC1=NN(/C(=N\c2nnc(C)s2)Nc2ccc(C(C)(C)C)cc2)[C@H](c2ccc(C)cc2)S1
68. Cc1ccccc1N1CCN(C(=O)CCN2C(=O)c3ccccc3C2=O)CC1
69. CCCCn1c(N)c(N(CCC(C)C)C(=O)c2ccc(C)o2)c(=O)[nH]c1=O
70. COc1ccc(NC(=O)C2CCN(c3nc4ccccc4[nH]3)CC2)cc1OC
71. CC(=O)Cn1nnc2sc(-c3ccccc3)cc2c1=O
72. Cn1c(C(=O)NCCc2ccccc2)cc2cc(S(=O)(=O)N3CCCCC3)ccc21

assay / compound,65,66,67,68,69,70,71,72
N370S GC mod,-6%,nt,12%,-1%,nt,nt,7%,nt
KAT2A inh,-3%,-5%,-8%,-4%,2%,-2%,-11%&-14%,-4%
FEN1 inhibitor,-23%,23%,-5%,-16%,-1%,-10%,8%&-5%,9%

73. Cc1cccc(OC(C)C(=O)N2CCC(c3nc4ccccc4o3)CC2)c1C (stereo not drawn)
74. Cc1ccc(-c2nc3c(c(SCC(=O)Nc4cccc(C(=O)O)c4)n2)Cc2cccc(C)c2O3)cc1
75. Cc1ccc(O)c(C2=Nc3ccccc3N=C(c3cccc(F)c3)C2)c1
76. CC12CCC(c3nnc(SCc4ccc(Cl)cc4)nc31)C2(C)C (stereo not drawn)
77. Cc1ccc(NC(=S)N(CCCN2CCN(C)CC2)Cc2cccs2)cc1C
78. O=C(OCn1nnc2ccccc2c1=O)c1ccc2c(=O)n3c(nc2c1)CCC3

assay / compound,73,74,75,76,77,78
N370S GC mod,nt,-5%,nt,17%,-20%,1%
KAT2A inh,-6%,?,-8%,-7%,-8%,-1%
FEN1 inhibitor,-11%,?,?,-11%,0%,5%

From PubChem
